AID2073: inhibitors of Mint1-CaV2.2 protein interaction, biochemical, HTRF (AID 2073); Voltage-dependent N-type calcium channel subunit alpha-1B (Homo sapiens); HTRF protein-protein interaction, Mint1-CaV2.2; higher % means a stronger effect; one-dose inhibition, % at 20 µM; IC50 in µM for titrated hits; hit rate 0.19% among 290,000; in the data active = inhibition mostly above about 51%, no sharp cut-off; inconclusive = no clear call, values can overlap the other calls; inactive = mostly below about 53%; note: some results filed as inactive read as strong as hits
NTR1 ag: agonists of NTR1, primary screen, imaging, U2OS cells, beta-arrestin-GFP, high content (AID 493036) | hit rate 0.17% among 330,000 | Neurotensin receptor type 1 (Homo sapiens), P30989 | activation, % at 20 µM | NTR1-U2OS beta-arrestin-GFP spot imaging, agonist mode;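 active = activation at or above 40% of the spot to cytoplasm intensity ratio, with at least 20 cells analyzed; inconclusive = wells under 20 cells, flagged as cytotoxic or low count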;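 note: 0% = DMSO without peptide and 100% = 100 nM NTR1 peptide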
Target sequence (P30989 whole entry, looked up): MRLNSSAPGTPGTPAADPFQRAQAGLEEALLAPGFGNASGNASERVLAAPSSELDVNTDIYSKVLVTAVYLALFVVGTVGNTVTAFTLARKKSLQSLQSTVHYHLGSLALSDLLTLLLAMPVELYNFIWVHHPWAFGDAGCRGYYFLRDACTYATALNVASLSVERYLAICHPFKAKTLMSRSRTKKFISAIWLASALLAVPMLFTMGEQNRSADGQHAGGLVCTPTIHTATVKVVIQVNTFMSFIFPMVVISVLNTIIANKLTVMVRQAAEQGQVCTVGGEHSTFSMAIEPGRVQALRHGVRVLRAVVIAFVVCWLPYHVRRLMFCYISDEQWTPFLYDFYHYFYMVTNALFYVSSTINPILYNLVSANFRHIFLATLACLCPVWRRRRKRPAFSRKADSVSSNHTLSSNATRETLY
GPR35 antagonists: GPR35 antagonists blocking zaprinast-driven arrestin recruitment, primary screen, imaging, U2OS, beta-arrestin-GFP, zaprinast agonist (AID 2058); G-protein coupled receptor 35 (Homo sapiens); U2OS GPR35 beta-arrestin-GFP translocation imaging, zaprinast antagonism; higher % means a stronger effect; one-dose inhibition, % at 10 µM; IC50 in µM for titrated hits; hit rate 0.052% among 290,000;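 active = inhibition of at least 50% with at least 30 cells and total cytoplasm GFP at most 10,000,000; inconclusive = under 30 cells or total GFP of 10,000,000 plus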
LYP phosphatase: inhibitors of LYP phosphatase, biochemical, fluorescence intensity, uHTS (AID 1779). Tyrosine-protein phosphatase non-receptor type 22 (Homo sapiens). recombinant LYP phosphatase, fluorescence intensity; higher % means a stronger effect. one-dose inhibition, % at 11.5 µM; IC50 in µM for titrated hits. hit rate 0.054% among 290,000; in the data active = inhibition above about 50%;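 note: plate controls were vehicle with enzyme for no effect and no enzyme for full effect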
Autophagy HCS: autophagy modulators in MEF cells, primary screen, imaging, high-content, MEF GFP-LC3; MEF GFP-LC3 puncta imaging; test concentration mostly 10 µM; calls only at 10 µM (by protocol); hit rate 0.98% among 190,000;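 active = percentage of spot-positive cells more than 3 SD above its plate mean, without a fluorescence outlier flag or 80% toxicity; inconclusive = no clear call, values can overlap the other calls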;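 note: spot-positive cell cutoff set from DMSO-treated cells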
UTI89 phage lysis: inhibition of K1F phage lysis, E. coli UTI89, bacterial capsule biogenesis inhibitors, alamar blue (AID 488966); E. coli UTI89 K1F phage lysis, alamar blue, 2 h; higher % means a stronger effect; inhibition, % at 100 µM; hits with a dose series show IC50 in µM; hit rate 0.02% among 340,000;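 active = phage lysis inhibition, versus mean bacterial control, above a set limit; inconclusive = no clear call, values can overlap the other calls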;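 note: capsule biogenesis inhibitors block K1F phage lysis so surviving cells raise fluorescence; higher fluorescence means more inhibition of phage lysis; actives were called in the ten point dose series up to 300 µM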
WT yeast gro inh: growth inhibition of WT strain, primary screen, mitochondrial fusion inhibitor project, WT and mutant strains, chemical genetic | mitochondrial fusion phenotypic screen | hit rate 2.1% among 190,000 | AID 1362, 2008 | inhibition, % at 10 µM; in the data active = inhibition above about 58%; tested in S. cerevisiae
RSV CPE inhibition: RSV antiviral activity via CPE protection, HEp-2 cells, primary 10 µM value included (AID 2391); CPE inhibition, % at 10 µM, or IC50 in µM where a hit was titrated; hit rate 0.13% among 310,000; HEp-2 cells, RSV-induced CPE inhibition; higher % means a stronger effect; in the data active = a potency from the dose series; inconclusive = CPE inhibition mostly from about 23% at the one dose, without a potency; inactive = the rest, 99 in 100 with CPE inhibition below about 21%; note: strong numbers were not always called active
NS5 inhibitors: Dengue-2 NS5 methyltransferase inhibitors, primary screen, biochemical, confirmation dose response (AID 588689); Genome polyprotein (Dengue virus type 2 (strain 16681-PDK53)); Dengue-2 NS5 methyltransferase capping enzyme assay, biochemical; higher % means a stronger effect; inhibition, % at 25 µM, or IC50 in µM where a hit was titrated; hit rate 0.3% among 340,000; in the data active = a potency from the dose series; inconclusive = inhibition above about 29% without an active follow-up result
WT yeast gro inh mutant strain: also measured in WT yeast gro inh; calls as there; inhibition, %; mitochondrial fusion phenotypic screen, mutant strain inhibition
Autophagy HCS cell loss 18 h: also measured in Autophagy HCS; calls as there; toxicity, %; measured here: cell loss, nuclei count;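 cell loss after 18 h compound exposure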
NTR1 ag cell count 20 µM: recorded beside NTR1 ag, whose call it bears; cell count; measured here: cell count, cytotoxicity flag
* = called active by the depositor; i = inactive; ? = inconclusive; nt = no result given; + = active, no number; [ ] = another dose, or the depositor's remark.

The opening 2 compounds, ahead of the listing:
SMILES | AID2073 | NTR1 ag | NTR1 ag cell count 20 µM | GPR35 antagonists | LYP phosphatase | Autophagy HCS | Autophagy HCS cell loss 18 h | UTI89 phage lysis | WT yeast gro inh | WT yeast gro inh mutant strain | RSV CPE inhibition | NS5 inhibitors
COc1ccccc1CC(=O)N1CCC(n2nccc2NC(=O)C2CCOC2)CC1 (centres undefined) | 5% | 0.9 | 61 | 2% | -8% | nt | nt | -0.1% | nt | nt | 1.5% | -4%
COc1ccc(C2=NN(CN3C(=O)C(=O)c4ccccc43)C(c3ccc(Br)cc3)C2)cc1 (centres undefined) | 3% | 5.9 | 60 | 5% | 3% | i | 5 | -2.4% | 44 | 9 | ? | -5%

Results, repeating the preview:
SMILES | AID2073 | NTR1 ag | NTR1 ag cell count 20 µM | GPR35 antagonists | LYP phosphatase | Autophagy HCS | Autophagy HCS cell loss 18 h | UTI89 phage lysis | WT yeast gro inh | WT yeast gro inh mutant strain | RSV CPE inhibition | NS5 inhibitors
COc1ccccc1CC(=O)N1CCC(n2nccc2NC(=O)C2CCOC2)CC1 (centres undefined) | 5% | 0.9 | 61 | 2% | -8% | nt | nt | -0.1% | nt | nt | 1.5% | -4%
COc1ccc(C2=NN(CN3C(=O)C(=O)c4ccccc43)C(c3ccc(Br)cc3)C2)cc1 (centres undefined) | 3% | 5.9 | 60 | 5% | 3% | i | 5 | -2.4% | 44 | 9 | ? | -5%
CCCC1C2CN(C(C)C)CC=C2C(C#N)=C(N)C1(C#N)C#N (centres undefined) | 18% | nt | nt | 112%* | -9% | ? | nt | -0.3% | 39 | 18 | 0.6% | ?
O=c1cc(CO)oc(CN2CCN(Cc3ccccc3)CC2)c1O | 3% | -2.0 | 42 | 10% | 1% | i | -2 | -0.2% | 15 | 9 | 1.6% | -4%
COc1cc(OC)c2ccc(=O)oc2c1C(CC(=O)N1CCN(c2ccccc2)CC1)c1ccc2c(c1)OCO2 (centres undefined) | 21% | -4.8 | 89 | -3% | 4% | nt | nt | 0.7% | nt | nt | 4.1% | -12%
CCn1c(SCC(=O)Nc2cccc(F)c2)nnc1-c1cc2cc(Br)ccc2o1 | 14% | 4.6 | 51 | -15% | -11% | i | -2 | 1.4% | 18 | 13 | 1.0% | 3%
Cc1cccc(NC(=O)c2ccc(NCC3CCCO3)c([N+](=O)[O-])c2)n1 (centres undefined) | 10% | 1.8 | 48 | 7% | 3% | i | 13 | 6.2% | -1 | 3 | 5.0% | -4%
O=C1c2ccc(Oc3ccc4c(c3)C(=O)N(CCCO)C4=O)cc2C(=O)N1CCCO | 9% | 0.6 | 64 | -11% | 4% | i | -23 | 0.3% | 9 | 27 | 1.0% | 5%
CCOC(=O)c1sc(=S)n(-c2ccc(Cl)cc2)c1C | 13% | 0.6 | 55 | -12% | -2% | i | -3 | 1.7% | -6 | -4 | 1.9% | 1%
COC(=O)c1ccc(-c2cc(CC3(C(=O)OC)CCN(C(=O)OC(C)(C)C)CC3)on2)cc1 | -3% | -2.2 | 56 | 3% | -3% | nt | nt | 4.0% | nt | nt | -0.4% | -10%
CC(OC(=O)/C=C/c1cccs1)C(=O)Nc1ccc(C(N)=O)cc1 (centres undefined) | nt | 0.7 | 70 | nt | nt | nt | nt | 0.4%[50 µM] | nt | nt | 2.3% | -8%
Nn1c(Cc2cccc3ccccc23)nnc1SCC(=O)NC1CCS(=O)(=O)C1 (centres undefined) | -9% | -0.3 | 84 | -9% | -11% | i | 4 | 0.2% | 10 | 14 | 1.1% | -7%
CCN(CC)S(=O)(=O)c1cccc(NC(=O)/C=C/c2cccc([N+](=O)[O-])c2)c1 | 0% | nt | nt | 20% | -4% | i | 6 | -2.7% | 7 | -1 | 1.3% | -7%
O=C(c1ccc2c(c1)C(=O)N(Cc1ccco1)C2O)N1CCOCC1 (centres undefined) | 10% | 0.2 | 57 | 10% | -7% | i | 8 | -4.5% | 13 | 2 | 0.6% | -1%
O=C(NCc1ccccc1)c1cc(=O)c2ccccc2o1 | 9% | 0.9 | 61 | 7% | -6% | i | 13 | 0.3% | 20 | 33 | 2.7% | -12%
CC(C)(C)NC(=O)C(c1ccncc1)N(C(=O)Cn1nnc(-c2ccc(F)cc2)n1)c1ccc(F)cc1 (centres undefined) | -2% | -1.2 | 85 | -2% | -3% | i | -9 | 2.5% | 1 | 7 | 3.4% | nt
Cc1cccc(NC(=S)/N=C(\N)Nc2nc(C)c3ccccc3n2)c1 | 2% | 2.4 | 32 | 11% | -6% | i | -12 | 0.7%[50 µM] | 52 | 39 | 13% | 5%
N#Cc1c[nH]n2c(=O)c3c(nc12)CCCC3 | 21% | -0.4 | 54 | 23% | 1% | i | 11 | nt | -4 | -6 | 1.6% | nt
O=C(/C=C/c1cccc([N+](=O)[O-])c1)N1CCN(c2ccccn2)CC1 | 2% | 2.2 | 50 | 1% | -6% | nt | nt | 0.7%[50 µM] | nt | nt | 0.5% | -8%
Cc1cccc(C(=O)N2CCC(Cc3ccccc3)CC2)c1[N+](=O)[O-] | 3% | 0.8 | 59 | -2% | -3% | i | 5 | 6.7% | 7 | -16 | 4.9% | 0%
O=C(Nc1ccc2c(c1)OCO2)c1cccc2c1C(=O)N(C1CCCCC1)C2 | 19% | 5.0 | 51 | 0% | -3% | i | -7 | nt | 0 | 6 | 0.1% | nt
Cc1ccc(CNC(=O)Cn2cc(C(F)(F)F)ccc2=O)cc1 | 25% | 1.8 | 46 | 4% | -8% | i | -1 | 1.6%[50 µM] | 10 | -4 | 2.5% | -1%
CC1CCN(C(=O)C2CCN(S(=O)(=O)c3cccc4nsnc34)CC2)CC1 | -8% | -0.4 | 35 | 12% | -2% | i | 31 | -0.1% | -12 | -7 | -0.1% | -7%
Cc1ccc(-c2cc(-c3ccc(F)cc3)nc(N)c2C#N)o1 | -12% | 0.3 | 58 | -8% | -8% | i | 6 | 0.7% | 36 | -4 | 2.2% | -29%
O=C(CC(=O)N/N=C/c1ccc(F)cc1)N/N=C/c1ccc(F)cc1 | -3% | 2.9 | 49 | -4% | -9% | nt | nt | 1.1% | nt | nt | nt | -2%
COc1ccc(Cl)cc1NC(=O)CC(C)=O | ? | 1.2 | 51 | 8% | -7% | i | -6 | 0.3% | 8 | 7 | 1.1% | -9%
O=C(O)C1C2C=CC(C2)C1C(=O)Nc1ccc(C(=O)N2CCCCC2)cc1 (centres undefined) | 0% | 1.8 | 51 | -1% | -7% | i | 27 | 0.5% | 68* | -17* | -1.6% | 3%
CC1CCC2(CC1)NC(=O)N(CC(=O)NC1(C#N)CCCCC1)C2=O (centres undefined) | nt | 2.7 | 61 | nt | nt | nt | nt | 1.4%[50 µM] | nt | nt | -1.6% | -1%
CCCn1c(N)c(C(=O)CSc2nnc(C)n2Cc2ccccc2)c(=O)n(C)c1=O | -5% | 0.9 | 33 | 0% | -7% | i | 0 | 0.1% | -2 | -1 | -0.7% | 5%
CCNC(=O)/C(=C/c1ccco1)NC(=O)/C=C/c1ccccc1 | -9% | -1.8 | 71 | 15% | -2% | i | 6 | 0.6% | 6 | -1 | -0.6% | 3%
Oc1c(Br)cc(Cl)cc1C=Nc1ccccc1Br | 10% | 4.5 | 50 | -17% | 4% | i | -5 | 6.0% | -1 | 20 | 4.0% | 1%
CCOC(=O)C(NC(=O)CCC(=O)Nc1ccc(S(N)(=O)=O)cc1)C(O)c1ccccc1 (centres undefined) | -10% | -0.2 | 92 | 11% | -1% | i | -57 | nt | 0 | -28 | nt | nt
O=c1cc(-c2ccccc2)n(S(=O)(=O)c2ccc3ccccc3c2)o1 | nt | 2.8 | 69 | nt | nt | i | -1 | 0.4% | nt | nt | 1.2% | 0%
COc1ccccc1P(=O)(Cc1ccccc1[N+](=O)[O-])c1ccccc1 (centres undefined) | 12% | 4.8 | 101 | -5% | -4% | nt | nt | 0.3% | nt | nt | 2.6% | 3%
CCCc1cc(=O)oc2cc(OCC(=O)Nc3ccccn3)ccc12 | -3% | 0.8 | 44 | -1% | 4% | nt | nt | 1.3% | nt | nt | 1.7% | 27%
CCOc1ccc2nc(Cl)c(C3CC(c4ccco4)=NN3S(C)(=O)=O)cc2c1 (centres undefined) | 9% | 3.7 | 59 | 10% | 10% | nt | nt | 0.0%[50 µM] | nt | nt | 1.4% | 0%
CCOC(=O)CSc1nnc(CNC(=O)c2cccs2)n1-c1cc(OC)ccc1OC | -7% | 0.5 | 66 | -10% | 2% | i | 0 | -0.2% | -1 | 4 | 0.8% | 3%
Cc1csc(NC(=O)CSc2nnc(-c3ccccn3)n2-c2ccc(C)c(C)c2)n1 | -3% | -1.2 | 55 | 18% | 4% | i | 7 | 0.7% | -4 | 10 | 3.9% | 1%
CCc1ccc2nc3sc(C(=O)N4CCc5ccccc54)c(N)c3cc2c1 | 8% | 15 | 87 | 3% | 6% | + | 24* | nt | 3 | -1 | 2.4% | nt
O=C(c1ccc2ccccc2c1)N1CCN(c2ccccn2)CC1 | -3% | 0.7 | 55 | 10% | -8% | nt | nt | -0.1% | nt | nt | 3.6% | -7%
CCOC(=O)C1=C(c2ccccc2)NC(=O)NC1c1ccc(O)c(OCC)c1 (centres undefined) | -5% | 2.3 | 76 | -11% | 0% | i | -11 | 0.3% | -10 | -23 | 1.3% | -9%
C=CCOc1ccc(Cl)cc1C(=O)O | 2% | -0.4 | 41 | 4% | 2% | i | 7 | 0.3% | -2 | -4 | 1.4% | -5%
CCOC(=O)c1ccccc1C(=O)N1CCOCCOCCOCC1 | -2% | 0.7 | 92 | -5% | -3% | i | 2 | 0.1% | -6 | 0 | 1.6% | -3%
CC(=O)Nc1ccc(S(=O)(=O)N2CCn3cccc3C2C)cc1 (centres undefined) | nt | -2.0 | 91 | nt | nt | nt | nt | 0.8%[50 µM] | nt | nt | 1.0% | 1%
Cc1ccc(NC(=O)CN(C)S(=O)(=O)c2ccc(Cl)s2)c(O)c1 | nt | -1.1 | 93 | nt | nt | nt | nt | 1.5%[50 µM] | nt | nt | 0.3% | 1%
CC(C)N(CCNC(=O)C1CCN(S(=O)(=O)N2CCOCC2)CC1)Cc1ccccc1 | 6% | -0.1 | 42 | 1% | -8% | i | 8 | 0.3% | 4 | -10 | 0.5% | 1%
